CIT2 TOR yeast = alters CIT2-GFP fluorescence in TOR pathway yeast screen | S. cerevisiae CIT2-GFP strain, flow cytometry, 3 h; 100 means same as DMSO wells | GFP response vs DMSO, % at 10 µM | 0.065% of 320,000 active | AID 2029;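 active = GFP response relative to DMSO above a set limit, near the screen mean plus 3 SD, cut at about 150% in these data; inconclusive = Fewer than 70 cells measured for a yeast strain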;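 also: ratio of well median GFP fluorescence to mean of DMSO wells on the plate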
CR mimetic SO = lowers age-related superoxide in aged yeast cells; superoxide response (% of plate mean), % at 10 µM; AID 2690; 0.18% of 330,000 active; S. cerevisiae aged cells, superoxide DHE fluorescence; stronger effect = lower value;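 active = superoxide response under a set limit, about three screen SD below normal, cut at about 65% in these data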;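 also: yeast aged for seven days with compound at 30 °C before DHE staining; 100% = average MFI of all compound-treated wells on the plate with controls excluded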
RPL19A TOR yeast = alters RPL19A-GFP fluorescence in TOR pathway yeast screen | S. cerevisiae RPL19A-GFP strain, flow cytometry, 3 h; stronger effect = lower value | percent response vs DMSO, % at 10 µM | 0.3% of 330,000 active;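 active = percent response vs DMSO below 50%; inconclusive = fewer than 70 events counted for the yeast strain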;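 also: median channel GFP fluorescence of the barcoded RPL19A-GFP strain; ratio of sample median GFP to plate DMSO average so 100% = DMSO; lower means less RPL19A-GFP as with rapamycin TOR inhibition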
LAP4 TOR yeast = yeast TOR pathway LAP4-GFP modulation | S. cerevisiae LAP4-GFP multiplex, flow cytometry GFP, 3 h; median GFP as percent of DMSO wells | GFP response vs DMSO, % at 10 µM | 0.34% of 320,000 active | AID 2023;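 active = GFP response vs DMSO above a set limit, about the screen mean plus 3 SD, cut at about 150% in these data; inconclusive = under 70 cell events counted for the yeast strain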
Efflux pump mplx = blocks antifungal efflux pumps in multiplex yeast assay; S. cerevisiae Candida pump triplex, Nile Red efflux; inhibition, % at 10 µM; 0.44% of 330,000 active; AID 485275;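 active = plate passing quality check with inhibition over a set limit, or well fluorescence over plate mean plus 4 SD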;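 also: Nile Red retained in pooled yeast measured as flow cytometry median fluorescence; 0% = buffer negative control and 100% = Enniatin B positive control; higher means more Nile Red kept so more efflux inhibition; some compounds called inactive have numbers as strong as hits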
MEP2 TOR yeast = modulators of TOR pathway MEP2-GFP in S. cerevisiae; AID 2016; GFP response vs DMSO, % at 10 µM; S. cerevisiae MEP2-GFP strain, flow cytometry GFP, 3 h; 100% = DMSO control level; 0.51% of 330,000 active;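 active = GFP response versus DMSO above a set limit, roughly screen mean plus 3 SD, cut at about 180% in these data; inconclusive = fewer than 70 cells counted for a yeast strain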;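 also: median GFP fluorescence of the barcode-gated MEP2-GFP cells per well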
AGP1-GFP MLPCN = modulators of TOR pathway AGP1-GFP in S. cerevisiae; S. cerevisiae AGP1-GFP multiplex flow cytometry, 3 h; GFP as percent of DMSO wells; 0.02% of 320,000 active; GFP response vs DMSO, % at 10 µM;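 active = GFP response relative to DMSO above a set limit, near screen average plus 3 SD, cut at about 150% in these data; inconclusive = fewer than 70 cells counted for the yeast strain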;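 also: median GFP channel fluorescence of the gated AGP1 strain per well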
AHR act = activates the human aryl hydrocarbon receptor; AHR-responsive luciferase reporter cells, luminescence; activation, % at 5 µM; 2.5% of 320,000 active; AID 2796; in the data active = activation above about 47%;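 also: 0% = vehicle wells and 100% = reference agonist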
Target sequence (P35869 whole entry, looked up): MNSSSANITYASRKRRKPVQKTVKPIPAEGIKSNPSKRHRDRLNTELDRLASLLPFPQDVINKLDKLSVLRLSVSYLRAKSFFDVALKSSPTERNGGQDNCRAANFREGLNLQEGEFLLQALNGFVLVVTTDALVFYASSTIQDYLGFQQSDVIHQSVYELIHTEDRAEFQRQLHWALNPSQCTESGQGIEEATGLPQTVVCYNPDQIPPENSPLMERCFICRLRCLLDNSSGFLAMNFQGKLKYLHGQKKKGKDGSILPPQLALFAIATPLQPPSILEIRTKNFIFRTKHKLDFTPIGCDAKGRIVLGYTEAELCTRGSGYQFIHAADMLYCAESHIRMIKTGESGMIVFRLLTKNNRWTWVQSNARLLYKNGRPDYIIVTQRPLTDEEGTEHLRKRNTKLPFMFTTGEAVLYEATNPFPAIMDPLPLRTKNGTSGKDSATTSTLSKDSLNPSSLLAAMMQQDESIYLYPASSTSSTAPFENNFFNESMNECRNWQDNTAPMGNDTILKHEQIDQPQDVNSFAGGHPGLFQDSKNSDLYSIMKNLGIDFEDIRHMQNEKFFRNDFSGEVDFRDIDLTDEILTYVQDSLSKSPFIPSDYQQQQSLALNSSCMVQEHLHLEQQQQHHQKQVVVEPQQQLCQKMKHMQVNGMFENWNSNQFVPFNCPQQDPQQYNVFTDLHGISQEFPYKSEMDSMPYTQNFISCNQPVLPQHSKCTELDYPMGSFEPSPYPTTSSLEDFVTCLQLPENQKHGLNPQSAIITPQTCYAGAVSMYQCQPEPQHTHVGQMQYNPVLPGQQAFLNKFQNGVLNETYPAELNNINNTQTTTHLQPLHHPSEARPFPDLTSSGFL
* hit, by the source's call; ? = inconclusive; · = no result given; [ ] = another dose, or the depositor's remark. Rows were taken by chance. Share with any hit: about 3.9%.

SMILES	CIT2 TOR yeast	CR mimetic SO	RPL19A TOR yeast	LAP4 TOR yeast	Efflux pump mplx	MEP2 TOR yeast	AGP1-GFP MLPCN	AHR act
CC1=C(C(=O)OC(C)(C)C)C(c2ccco2)C(C#N)=C(N)O1 (stereo not drawn)	·	107	97	93	-0.1	99	95	2
NC(=O)c1cc(NC(=O)c2ccc(NS(=O)(=O)c3cccs3)cc2)cc(C(N)=O)c1	94	100	102	99	0.2	95	106	2
O=C(Cc1cc(C(=O)O)c2ccccc2n1)Nc1ccccc1	91	113	92	99	0.0	102	83	40
Cc1cnc(NC(=O)c2ccc(OCC3CCCO3)cc2)s1 (stereo not drawn)	99	87	99	115	0.1	127	102	12
CCC(=O)NC(NC(=S)Nc1ccccc1Br)C(Cl)(Cl)Cl (stereo not drawn)	107	100	103	100	-0.2	109	103	1
CCOc1ccc(-n2nnc3c(=O)n(CC(=O)N4CCCc5ccccc54)cnc32)cc1	103	85	98	96	-0.1	97	101	3
Nc1cc(S(=O)(=O)Nc2ccc(Cl)cc2)ccc1N1CCOCC1	98	110	105	97	0.1	105	105	2
CN(C)/C(=N\S(=O)(=O)c1ccccc1)c1ccc([N+](=O)[O-])cc1	95	103	98	101	0.8	107	101	-2
O=C(NCc1ccc(Cl)cc1)c1cnccn1	96	90	91	88	-0.2	93	96	0
COc1ccc2cc(C(=O)C3CCCN(C(=O)c4ccnn4C)C3)ccc2c1 (stereo not drawn)	95	106	99	105	0.1	98	102	7
Cc1ccc(CN2CC(C(=O)N3CCN(S(=O)(=O)c4ccc(C(C)C)cc4)CC3)CC2=O)cc1 (stereo not drawn)	105	95	100	105	0.1	121	102	-1
CCOC(=O)C(=O)Nc1ccc(S(=O)(=O)N2CCOCC2)cc1OC	102	98	99	101	0.0	106	107	1
CCOC(=O)Cn1c(S(=O)(=O)Cc2ccccc2)nc2ccccc21	110	97	102	99	-0.1	101	97	1
COc1ccc(C2c3ccc(O)cc3Oc3ncn(CCCO)c(=N)c32)cc1OC (stereo not drawn)	102	105	100	98	0.0	102	105	-2
Cc1ccc(S(=O)(=O)NCCS(=O)(=O)N2CCN(c3ccccc3)CC2)cc1	91	76	96	98	0.0	98	96	2
O=C(Nc1cccc2ccccc12)/C(=C/c1cccc([N+](=O)[O-])c1)NC(=O)c1cccs1	80	95	93	83	-0.1	87	92	16
CC(NC(=O)Nc1cccc(Cl)c1)C(c1cccs1)N1CCCC1 (stereo not drawn)	99	94	102	91	0.0	99	101	0
O=c1cc(N2CCN(c3ccccc3)CC2)[nH]c(=O)n1-c1ccccc1Cl	106	88	97	106	0.0	89	105	1
Cc1ccc(CNC(=O)c2nnn(-c3cccc(C)c3)c2N)cc1	85	103	92	107	0.2	92	88	38
COc1ccc(-c2csc3ncnc(N4CCN(S(=O)(=O)c5cccc(Br)c5)CC4)c23)cc1	95	106	94	105	0.1	97	105	-1
CC(C)Sc1nsc2nc(=O)c(/C=C3\C=Nc4ccccc43)c(N)n12	102	101	101	108	0.0	97	108	-4
COc1ccccc1N(CN1CCCC1=O)C(=O)COc1ccccc1	101	104	100	115	0.1	105	109	0
COc1ccc(-c2csc(Cc3nnc4n3CCCCC4)n2)cc1OC	103	91	98	101	-0.1	105	104	1
CCc1nnc(NC(=O)C2=CCN(S(=O)(=O)c3ccc(F)cc3)CC2)s1	97	124	111	105	-0.1	110	109	0
COc1ccc2nc(C)cc(N/N=C/c3ccccc3)c2c1	104	86	101	110	0.2	97	102	142*

Limited to CR mimetic SO, for some of the entries so far:
compound	CR mimetic SO
CCOc1ccc(-n2nnc3c(=O)n(CC(=O)N4CCCc5ccccc54)cnc32)cc1	85
Nc1cc(S(=O)(=O)Nc2ccc(Cl)cc2)ccc1N1CCOCC1	110
CN(C)/C(=N\S(=O)(=O)c1ccccc1)c1ccc([N+](=O)[O-])cc1	103
O=C(NCc1ccc(Cl)cc1)c1cnccn1	90

(listing goes on)
SMILES	CIT2 TOR yeast	CR mimetic SO	RPL19A TOR yeast	LAP4 TOR yeast	Efflux pump mplx	MEP2 TOR yeast	AGP1-GFP MLPCN	AHR act
O=C(CNC(=O)c1ccc(Br)o1)OCC(=O)c1cccc([N+](=O)[O-])c1	94	85	102	89	-0.1	101	101	0
CCCCC(=O)NNC(=S)NC(=O)c1ccc(C)cc1	111	95	96	193*	0.0	114	129	2
O=C(O)/C=C\C(=O)Nc1ccccc1N1CCN(c2ccccc2)CC1	98	102	103	103	0.1	103	98	2
COc1ccc(CNC(=O)CN(Cc2ccc(OC)cc2)C(=O)c2csnn2)cc1	101	119	113	94	-0.1	104	108	0
CSc1ccc(CN2CCCN(C)CC2)cc1	108	105	104	99	-0.1	110	104	0
O=C(NCCNS(=O)(=O)c1ccccc1)N1CCOCC1	94	86	93	93	-0.1	95	103	-2
C=CC[N@@+]12CC[C@]34c5ccccc5N5/C=C6\C7N(/C=C(\C53)[C@@H](C[C@@H]41)/C(=C/CO)C2)c1ccccc1[C@@]71CC[N@@+]2(CC=C)C/C(=C\CO)[C@@H]6C[C@@H]12 (stereo partly drawn)	89	103	104	100	-0.1	101	98	1
COc1cccc(N2C(=O)CC(N3CCC(C(N)=O)(N4CCCCC4)CC3)C2=O)c1 (stereo not drawn)	111	92	101	102	-0.1	103	106	-4
O=C(c1cnn(C(=O)c2cccc(S(=O)(=O)N3CCOCC3)c2)c1)c1ccccc1O	109	100	100	98	-0.4	99	101	4
Cc1ccc(/C=C/C(=O)O)cc1S(=O)(=O)N(C)CCO	99	100	95	87	0.2	98	93	-1
COc1ccc(C2c3c(ncn(CCN4CCOCC4)c3=N)Oc3ccc4ccccc4c32)cc1 (stereo not drawn)	91	70	91	97	0.1	92	94	6
CCOC(=O)C(=O)Nc1ccccc1C(=O)NC(C)C	107	99	101	95	-0.2	102	102	3
Cc1cccc2cc(/C=C3\N=C(c4ccccc4)OC3=O)c(N3CCOCC3)nc12	96	112	104	109	0.5	103	101	10
Cc1cc(C)cc(NC(=O)N2CCN(S(C)(=O)=O)CC2)c1	86	100	97	92	0.3	97	95	5
CC(=O)C1=C(O)C(=O)N(Cc2ccccc2)C1c1cccc([N+](=O)[O-])c1 (stereo not drawn)	110	114	108	102	-0.1	107	105	0
CC(C)(C)c1ccc(C(=O)CSc2n[nH]c(=O)[nH]c2=O)cc1	96	113	100	99	0.1	91	102	2
O=C(NCCc1ccc2c(c1)OCCO2)c1cccc(S(=O)(=O)N2CCCC2)c1	99	104	94	85	0.0	92	91	0
C/C(=C\c1ccccc1)CN1CCN(C)CC1	106	94	103	101	-0.1	107	106	-1
COc1ccc(CCNC(=O)C(=O)NCC2OCCN2S(=O)(=O)c2cccs2)cc1OC (stereo not drawn)	106	106	104	90	0.8	108	99	-3
O=C(O)CCCCCCCCc1cn(CCc2c[nH]c3ccccc23)nn1	92	94	97	130	0.0	90	86	6
COc1cc(OC)cc(C(=O)NC2CCN(C(=O)N3c4ccccc4Sc4ccccc43)CC2)c1	98	106	96	97	-0.1	97	103	4
Cc1cc(C)nc(NC(=O)CCC2CCCC2)c1	100	97	104	111	-0.1	101	106	3
COc1ccc(Cc2nnc(Nc3c(C)cccc3C)o2)cc1OC	102	84	100	109	-0.2	95	108	7
Cc1nn(-c2cccc(Cl)c2)c2c1C(c1ccncc1)C(C#N)=C(N)O2 (stereo not drawn)	106	97	100	100	-0.2	105	111	6
O=C(c1ccco1)N1CCCC(c2nc3c(nnn3Cc3cccc(Cl)c3)c(=O)[nH]2)C1 (stereo not drawn)	107	100	103	101	0.2	106	107	-2

(continued)
SMILES	CIT2 TOR yeast	CR mimetic SO	RPL19A TOR yeast	LAP4 TOR yeast	Efflux pump mplx	MEP2 TOR yeast	AGP1-GFP MLPCN	AHR act
O=C(NCc1cc(C(F)(F)F)cc(C(F)(F)F)c1)C12CN(Cc3ccccc3)CC1C(c1cccc([N+](=O)[O-])c1)=NO2 (stereo not drawn)	66	101	92	127	0.2	95	76	3
COc1ccc(CCNC(=O)Cc2cc(OCc3ccccc3)c(OC)cc2[N+](=O)[O-])cc1OC	91	95	95	101	0.1	103	101	15
COc1cc(C(=O)CSc2nncn2C)cc(OC)c1OC	119	107	108	112	-0.2	112	109	4
Cc1ccc2cc(CN(CCN3CCCC3)C(=O)Nc3ccc(F)cc3)c(=O)[nH]c2c1C	109	95	99	98	-0.3	96	97	13
CCOC(=O)C(=O)Nc1nc(-c2ccccc2)c(CC)s1	83	81	99	117	0.0	99	93	2
CC1CC(C)CN(C(=O)COC(=O)CNS(=O)(=O)/C=C/c2ccccc2)C1 (stereo not drawn)	87	109	94	·	0.2	100	95	0
Cc1ccc(CC(=O)N/N=C/c2ccc(OC(=O)c3ccc([N+](=O)[O-])cc3)cc2)cc1	100	94	108	80	-1.2	92	86	-1
C/C(=N\NC(=O)CNc1ccccc1Cl)C(C)(C)C	109	95	104	101	0.0	105	103	7
Cc1c(NC(=O)COC(=O)c2cc3c4ccccc4n(C)c3s2)c(=O)n(-c2ccccc2)n1C	89	108	94	97	0.1	100	92	29
N#C/C(=C\c1ccc(Cl)c([N+](=O)[O-])c1)c1ccccn1	?	85	?	?	0.3	?	?	7
O=C(CSc1nnc(CNC(=O)c2cccs2)o1)Nc1ccc2c(c1)OCO2	88	108	92	·	0.0	96	92	11
COc1ccc(C(CNC(=O)c2oc3ccc(Cl)cc3c2C)N2CCCCC2)cc1 (stereo not drawn)	104	94	99	92	0.0	103	99	-1
Cc1ccc(C(=O)NCCCNC(=O)COc2ccc(C)c(C)c2)cn1	107	86	106	101	0.1	104	101	-1
COCCc1nc2ccc(C(=O)N(C)Cc3cccc(-n4cccn4)c3)cc2o1	92	99	105	91	0.0	102	97	8
CCCC(=O)Oc1ccc(C2NC(=O)c3ccccc3O2)cc1OC (stereo not drawn)	103	105	109	100	0.1	113	102	0
CC1(C)OC(=O)N(c2ccccn2)C1(C)O (stereo not drawn)	106	93	100	101	0.1	107	110	0
CC1(C)CC(=O)c2cnc(N3CCc4ccccc4C3)nc2C1	95	103	99	105	0.3	105	95	3
CCc1sc(-c2ccccc2)nc1C(=O)OC	103	87	93	108	-0.1	97	96	1
CC(C)CC(=O)NC(NCC1CCCO1)C(Cl)(Cl)Cl (stereo not drawn)	?	87	91	99[may fluoresce violet]	-0.1	175[may fluoresce violet]	89	-1
O=S(=O)([O-])CCC[n+]1ccc(Oc2ccccc2)cc1	109	106	108	96	-0.1	101	103	·
CC(/C=C1\SC(=S)N(C(C(=O)O)C(C)C)C1=O)=C\c1ccccc1 (stereo not drawn)	88	110	113	98	0.3	114	94	8
COCCNS(=O)(=O)c1cc(OC)ccc1OC	87	104	101	101	0.2	90	98	1
O=C(NCc1cccs1)c1cc(-c2ccccc2)nc2ccccc12	83	88	101	73	0.5	88	88	9
CCc1nc2ccc(C(=O)N(C)CC(=O)Nc3ccc(Cl)c(C(F)(F)F)c3)cc2nc1CC	114	94	105	107	-0.1	106	71	4
O=C(NC(=S)NCCC1=CCCCC1)c1cccnc1	93	98	100	109	0.1	106	96	12
O=C1C2CCc3ccccc3C2N1c1ccccc1 (stereo not drawn)	91	98	94	114	0.0	92	99	-1
Cc1c(Cl)cn2c(=O)cc(CN(C)Cc3nc4ccccc4c(=O)[nH]3)nc2c1Cl	96	105	105	108	0.1	94	95	1
CC(=O)NCCc1nc2cc(NC(=O)c3ccccc3)ccc2n1C	102	97	101	102	0.0	104	103	6
Cc1cccc(C)c1NC(=O)N1CCN(c2nc3ccccc3s2)CC1	97	97	100	97	0.1	105	98	-11
